High-throughput results (PubChem BioAssay)
GAA glycogen mod = alters human alpha-glucosidase cleavage of glycogen; P10253; recombinant GAA, glycogen substrate, Amplex Red glucose oxidase fluorescence; Potency, µM (series often up to 76.4 µM), inactives show at the highest dose activity change, negative = inhibition, most hits filed as inhibitors; 300,000 compounds, 0.38% hits; active means well fitted inhibition curve with a large enough effect; inconclusive means small, poorly fitted or top-dose-only effect, or another doubt; inactive means no such curve, though single readings can be large or run the other way;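 further: 0% = full enzyme reaction and -100% = no-enzyme basal signal; the screen sought inhibitors and activators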
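Natural-substrate format: glycogen cleavage by 4 nM human enzyme, glucose read by Amplex Red coupling (Ex 573, Em 610 nm). Normalized to enzyme and no-enzyme controls.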
Numbers without * were called inactive; ? = inconclusive; [ ] = remark or other dose. Potency means the concentration at half of the fitted maximal effect. The list is partial; rates above refer to the full screens.

A first look, two compounds:
SMILES	GAA glycogen mod
Cc1cccc(NC(=O)c2ccc(Cl)nc2)n1	0%[76.3 µM]
Cc1ccc(NC2CCCN(C(=O)c3ccc(-n4ccnc4)cc3)C2)cc1C (centres undefined)	-4%[76.3 µM]

The whole of this part, from the first entry:
SMILES	GAA glycogen mod
Cc1cccc(NC(=O)c2ccc(Cl)nc2)n1	0%[76.3 µM]
Cc1ccc(NC2CCCN(C(=O)c3ccc(-n4ccnc4)cc3)C2)cc1C (centres undefined)	-4%[76.3 µM]
CCC1CCCCN1C(=O)CCS(=O)(=O)c1ccc2c(c1)CCN2C(C)=O (centres undefined)	2%[76.3 µM]
CCN(CC)S(=O)(=O)c1ccc(C(=O)N2CCN(c3ncccn3)CC2)cc1	-8%
COCCNC(=O)c1ccc(C)c(NC(=O)C2=C(C)OCCS2)c1	-1%
O=C(NCc1ccco1)c1ccc(Cl)cc1[N+](=O)[O-]	2%
CN(CC1CCOCC1)C(=O)CC1C(=O)NCCN1Cc1ccc(F)c(F)c1 (centres undefined)	-3%[76.3 µM]
Cc1c(C(=O)NN)nn(-c2ccc(F)cc2)c(=O)c1C#N	?
Fc1ccccc1-c1nc(-c2ccc(Br)o2)no1	-3%
O=C(CCn1cnnn1)N1CCCC(Nc2ccc(F)c(F)c2)C1 (centres undefined)	-11%[76.3 µM]
CCC(=O)N1CCc2cc(OC)c(OC)cc2C1COc1ccc(F)cc1 (centres undefined)	-1%
O=C(Nc1cccc(-n2cccn2)c1)C1CCCN(Cc2cc3ccccc3[nH]2)C1 (centres undefined)	-4%[76.3 µM]
Cc1cc(=O)oc2c1ccc1ccccc12	-4%
O=C(CCn1cnnn1)N1CCCC(Nc2ccc(F)cc2)C1 (centres undefined)	4%[76.3 µM]
COC(=O)CNC(=O)CSc1nc2c(sc(=S)n2-c2ccccc2)c(=O)[nH]1	-3%
CN1CCN(S(=O)(=O)c2ccc(NC(=O)Cc3ccc([N+](=O)[O-])cc3)cc2)CC1	-3%[76.3 µM]
COc1ccc(N2CCN(C(=O)c3ccc(CNS(=O)(=O)c4cccc(OC)c4)cc3)CC2)cc1	-4%[76.3 µM]
CCN1CCN(C(=O)C2CCCN(S(=O)(=O)c3cc(Cl)ccc3Cl)C2)CC1 (centres undefined)	-1%[76.3 µM]
CC1CCC(NC(=O)c2ccc3c(c2)OCO3)CC1 (centres undefined)	-15%[76.3 µM]
CCCOC(=O)c1ccc(NC(=O)c2cccc(S(=O)(=O)N3CCN(C(C)=O)CC3)c2)cc1	0%
CNC(=O)c1cnc(-c2ccccc2)nc1-c1ccccc1	-1%
COc1ccccc1NC(=O)C1CCN(C(=O)c2ccco2)CC1	-5%
Cc1cc(-c2ccc(C(C)C)c(S(=O)(=O)N3CCN(c4ccccn4)CC3)c2)on1	3%[76.3 µM]
Cc1ccc(CN(C)S(=O)(=O)c2c(C)noc2/C=C/N(C)C)cc1	-5%[76.3 µM]
O=C(O)CC(NC(=O)CC(c1ccccc1)c1ccccc1)c1cccc([N+](=O)[O-])c1 (centres undefined)	5%
SMILES	GAA glycogen mod
O=C(CN1C(=O)S/C(=C\c2ccccn2)C1=O)Nc1ccccc1	4%[76.3 µM]
CC(C)NS(=O)(=O)c1ccc(OCC(=O)NC2CCCCCC2)cc1	-3%[76.3 µM]
O=C(O)CC(c1ccc(F)cc1F)N1Cc2ccccc2C1=O (centres undefined)	6%
CC(=O)Nc1ccc(S(=O)(=O)N2CC(=O)NC(=O)C2)cc1	-2%[76.3 µM]
O=C1NC2(CCCCCC2)C(=O)N1Cc1ccccc1F	-1%
Cc1cccc(C(C)C)c1NC(=O)C1CCN(S(=O)(=O)c2ccccc2)CC1	1%[76.3 µM]
CC(C)CCn1cnc2c1c(=O)n(CC(=O)NC(N)=O)c(=O)n2Cc1ccccc1	-1%[76.3 µM]
COc1ccc(Cc2nnc(SCC(=O)Nc3ccc(N4CCOCC4)cc3)o2)cc1	-1%
CCN(CC)CCCNc1cc(C(F)(F)F)c(C#N)c2nc3ccccc3n12	-7%
COc1ccc(C(=O)OCCN2CCN(C3=NS(=O)(=O)c4ccccc43)CC2)cc1OC	3%
CC(C)(C)OC(=O)NC(Cc1ccccc1)C(=O)N1CCCC1C(=O)O (centres undefined)	-10%
Cc1cc(OCC(=O)NC2CCN(Cc3ccccc3)CC2)c2c(C)c(C)c(=O)oc2c1	-1%[76.3 µM]
O=C(C1CCN(S(=O)(=O)c2ccccc2)CC1)N1CCc2ccccc21	3%[76.3 µM]
COc1ccc(N2CC(C(=O)N[C@@H](C)C(=O)NCc3ccccc3OC)CC2=O)cc1 (some centres undefined)	?
C=C1C(=O)O[C@H]2C[C@]3(C)C([C@@H](OC(=O)/C(C)=C/C)[C@H]12)[C@](C)(O)CC[C@H]3O (some centres undefined)	-1%
Cc1ccc(-c2noc(Cn3nc(C(=O)O)c4ccccc4c3=O)n2)cc1	4%
COc1cccc(CN(C)C(=O)c2ccc(N3CCCC3)c([N+](=O)[O-])c2)c1	-1%[76.3 µM]
O=C(OCc1ccccc1)c1cnc(Cl)c(Cl)c1	-11%
O=C(NCCOc1cccnc1)c1ccc(OC2CCN(Cc3ccccn3)CC2)cc1	-11%[76.3 µM]
COc1cccc(-c2noc(CCCC(=O)NC3CCCC3)n2)c1	-1%[76.3 µM]
Cc1ccccc1CS(=O)(=O)Cc1ccc(C(=O)NC2CCCCC2)o1	-1%[76.3 µM]
COc1ccc(Nc2cc(Sc3ccc(OC)cc3)ncn2)cc1	-3%
O=C(NNC(=O)c1ccc(Cl)c(Cl)c1)c1cccnc1	0%[76.3 µM]
CCCCCC(=O)O/N=C(\C)c1ccn(S(=O)(=O)c2ccccc2)c1	1%
CNS(=O)(=O)c1cc(-c2nnc(Nc3ccc(NC(C)=O)cc3)c3ccccc23)ccc1C	0%
SMILES	GAA glycogen mod
O=C(NCc1ccco1)/C(=C\c1ccco1)NC(=O)c1ccccc1Cl	0%
CCC1(c2ccccc2)NC(=O)N(CC(=O)Nc2ccc(OC)nc2)C1=O (centres undefined)	0%[76.3 µM]
CN(CC(=O)Nc1ccccc1C(F)(F)F)C(=O)Cc1ccccc1F	17%
Cc1ccc(Cl)cc1S(=O)(=O)N1CCC(C(=O)NC2CCN(Cc3ccccc3)CC2)CC1	3%
CC(C(=O)NCc1ccccc1)N1CCN(c2ccc(F)cc2)CC1 (centres undefined)	-4%
OC(Cn1cncn1)(c1ccc(F)cc1)c1ccc(Cl)cc1 (centres undefined)	-12%
O=C(c1ccccc1)c1ccc(NCCCn2ccnc2)c([N+](=O)[O-])c1	3%
COc1cccc(CN(C)C(=O)CNC(=O)c2ccc3c(c2)OCO3)c1OC	-2%[76.3 µM]
CCc1ccccc1N(CC(=O)NCc1ccccc1)C(=O)CCC(=O)Nc1ccccn1	12%
CC1CCN(C(=O)CC(NC(N)=O)c2ccccc2Cl)CC1 (centres undefined)	-1%[76.3 µM]
COc1ccccc1CNC(=O)c1ccc(CS(=O)(=O)c2ccc(C)cc2)o1	0%[76.3 µM]
FC(F)(F)c1ccc(N/N=C/c2cccnc2)nc1	4%
COC(=O)[C@@H](Cc1ccccc1)NC(=O)NCCc1ccccc1	0%
O=C(NCC1CCCO1)c1ccc(Br)s1 (centres undefined)	-4%[76.3 µM]
O=C(Nc1ccc2c(c1)OCO2)c1ccc([N+](=O)[O-])cc1[N+](=O)[O-]	2%
Cc1ccc2c(C(=O)CN3CCCC(C)C3)c(C)[nH]c2c1 (centres undefined)	4%
COc1ccc(NC(c2ccccc2)c2ccncc2)cc1 (centres undefined)	5%
COc1ccc(NC(=O)Nc2ccc3c(c2)CCC3)cc1	4%[76.3 µM]
O=C(/C=C/c1ccccc1F)N1CCN(c2ccccn2)CC1	-6%[76.3 µM]
C/C(=N\NC(=O)c1cc(O)ccc1O)c1cccc(NC(=O)c2cccc(Cl)c2)c1	?
O=C(O)c1ccc(N/N=C/c2ccncc2)cc1	?
CC(C)(C)NC(=O)CN(C(=O)c1snc(C(=O)NC2CCCCC2)c1N)c1ccccc1F	0%
Cc1noc(C)c1S(=O)(=O)Nc1cccc(C(F)(F)F)c1	0%[76.3 µM]
O=C(CNc1ccc(Br)cc1)c1ccc(Br)s1	6%
CCOC(=O)N1CCN(C(=O)COC(=O)CN(C)S(=O)(=O)c2ccc(NC(C)=O)cc2)CC1	-2%[76.3 µM]
SMILES	GAA glycogen mod
OCCN(Cc1ccccc1)c1ncnc2sccc12	7%
Cc1ccc(-n2nc(C)c3c(C)c(CCC(=O)NCC4CCCO4)c(=O)n(C)c32)cc1 (centres undefined)	2%[76.3 µM]
Cc1ccc(NC(=O)c2ccco2)c(NC(=O)c2ccccc2)c1	0%
CCN1C(=O)c2ccccc2S(=O)(=O)c2ccc(C(=O)NCC(OC)OC)cc21	0%
CCOc1ccccc1N=Nc1c(C)[nH]n(C(N)=S)c1=O	0%
O=C(CCc1ccccc1)N=C1SC2CS(=O)(=O)CC2N1c1ccccc1 (centres undefined)	-10%[76.3 µM]
CN(c1ccccc1)c1nc(N)c([N+](=O)[O-])c(Nc2ccc(F)cc2)n1	3%
Cc1ccc(NC(=O)CCCn2nc(C)c3c(C)n(-c4ccccc4)nc3c2=O)cc1C	-6%[76.3 µM]
Nc1ccc(Oc2ncccn2)cc1	-1%
COc1cc(-c2nnn(Cc3ccccc3C)n2)cc(OC)c1OC	0%
CC(C(=O)Nc1ccc(C(=O)O)c(O)c1)N1C(=O)/C(=C\c2ccco2)SC1=S (centres undefined)	9%[76.3 µM]
O=c1[nH]c(=S)[nH]cc1S(=O)(=O)c1cccc(Cl)c1	-3%
CC1CN(Cc2c(O)ccc3c(=O)c(-c4ccccc4Cl)coc23)CC(C)O1 (centres undefined)	-7%
COc1ccc(CNC(=O)C2CCN(S(=O)(=O)c3ccc4c(c3)N(C(C)=O)CCO4)CC2)cc1	-5%[76.3 µM]
Cc1ccc(CNS(=O)(=O)c2cn(C)c(=O)n(C)c2=O)cc1	-1%[76.3 µM]
C=C(C)[C@@H]1CC=C(CN2CCN(Cc3ccccc3)CC2)CC1	-1%
CN(C)S(=O)(=O)N1CCC(Oc2cccc(C(=O)NC3CCCCCC3)c2)CC1	4%[76.3 µM]
CCOc1ccc2oc(C(=O)N3CC(C)OC(C)C3)c(C)c2c1 (centres undefined)	5%[76.3 µM]
Cc1[nH]c(=O)[nH]c(=O)c1S(=O)(=O)Nc1ccc(F)cc1Cl	3%
O=C1NC(=Nc2ccccc2Cl)S/C1=C\c1cccc([N+](=O)[O-])c1O	-3%[76.3 µM]
COc1ccc(CC(=O)N2CCc3cc(OC)c(OC)cc3C2C)c(OC)c1 (centres undefined)	3%
Cc1c(CCC(=O)O)c(=O)oc2cc(OCc3ccc(Br)cc3)ccc12	10%
Cc1c(/C=C(\C#N)C(=O)NCc2ccccc2)cc(C#N)n1C	-5%
CC(C)COc1ccc(C(=O)N/N=C/c2ccoc2)cc1	-13%[76.3 µM]
COc1ccc(NC(=O)CN(CC(=O)Nc2ccc(OC)cc2)C(C)(C)CO)cc1	-5%

Some of the entries above in another layout.
Molecule | GAA glycogen mod
COc1cc(-c2nnn(Cc3ccccc3C)n2)cc(OC)c1OC | 0%
CC(C(=O)Nc1ccc(C(=O)O)c(O)c1)N1C(=O)/C(=C\c2ccco2)SC1=S (centres undefined) | 9%[76.3 µM]

Next part
SMILES	GAA glycogen mod
O=c1c2ccccc2nc(/C=C/c2cc(Br)ccc2O)n1CCCO	4%
COc1ccc(S(=O)(=O)N2CCC(C(=O)Nc3ccccc3N3CCCC3)CC2)cc1OC	-8%[76.3 µM]
CC(OC(=O)c1ccccc1CCc1ccccc1)C(N)=O (centres undefined)	2%
COc1ccc(C(=O)NCc2cnn(C)c2C)cc1OC1CCN(C(C)C)CC1	0%[76.3 µM]
COC(=O)C1=C(CS(=O)(=O)c2ccc(C)cc2)NC(=O)NC1c1ccc(OC)c(OC)c1 (centres undefined)	1%[76.3 µM]
CC(C)n1c(N2CCCC2)nc2c1c(=O)[nH]c(=O)n2C	5%
CSc1ccc(/C=C2\C(=N)N3N=C(CC(=O)N4CCCCC4)SC3=NC2=O)cc1	2%[76.3 µM]
COCCN(CCOC)S(=O)(=O)c1ccc(C(=O)Nc2ccncc2)cc1	4%
CCn1c(=O)c2c(nc(SCC(=O)NC3CCCC3)n2C)n(C)c1=O	-6%
Cc1cccc(C(=O)NC2CCCCCCC2)c1	1%
Cc1cnc(CN(C)C(=O)CC2C(=O)NCCN2Cc2cccc(F)c2F)[nH]1 (centres undefined)	-13%[76.3 µM]
CCn1cc(C(=O)NCC(OC)OC)c(=O)c2cc(S(=O)(=O)N3CCC(C)CC3)ccc21	-1%[76.3 µM]
CC(NC(=O)Cc1ccsc1)c1ccc(F)cc1 (centres undefined)	5%
CC(=O)NCCc1nc2cc(NC(=O)c3ccc(F)cc3)ccc2n1C	6%
Cc1noc(C(=O)Nc2ccc(Cl)cc2)c1Cl	7%
COc1ccc(-n2nc(C(=O)NCC(=O)NCCC3=CCCCC3)c3ccccc3c2=O)cc1	2%

Given with each value named: entries from further up
> COc1ccc(S(=O)(=O)N2CCC(C(=O)Nc3ccccc3N3CCCC3)CC2)cc1OC
  GAA glycogen mod: -8%[76.3 µM]

> CC(OC(=O)c1ccccc1CCc1ccccc1)C(N)=O (centres undefined)
  GAA glycogen mod: 2%

> COc1ccc(C(=O)NCc2cnn(C)c2C)cc1OC1CCN(C(C)C)CC1
  GAA glycogen mod: 0%[76.3 µM]

> COC(=O)C1=C(CS(=O)(=O)c2ccc(C)cc2)NC(=O)NC1c1ccc(OC)c(OC)c1 (centres undefined)
  GAA glycogen mod: 1%[76.3 µM]
